Screening data as filed in PubChem BioAssay.
Measles CPE: protection of cells from measles virus; Measles virus-infected cells, CPE protection, absorbance; protection (pct of control), % at 4 µM; hit rate 1.5% among 140,000; in the data active means protection mostly above about 24%, no sharp cut-off; inactive means mostly below about 26%; further: some compounds called inactive have numbers as strong as hits
HCT116 PTEN-null: suppresses growth of cells with PTEN deletion. HCT116 PTEN-null viability, CellTiter-Glo, 60 h; stronger effect = lower value. viability, % at 10 µM. hit rate 1.2% among 140,000. AID 827;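 active means viability at or below a set limit, 4 SD under the median of all tested compounds, cut at about 3.7% in these data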;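 further: PTEN knockout HCT116 line with beta catenin targeted HCT116 as companion control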
Yeast growth inh: reduces growth of yeast BB579 in restrictive medium | S. cerevisiae BB579 growth, OD615, 48 h | hit rate 0.51% among 140,000 | inhibition, % at 10 µM | AID 804;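 active means inhibition above a set limit, 3 SD over the mean compound inhibition, cut at about 44% in these data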; further: inactives centre near -24
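Material: Saccharomyces cerevisiae DeaD strain BB579, replicative lifespan model yeast; buffer or medium: CSMM-D restrictive synthetic medium containing dextrose (glucose); compound: 10 µM single dose, DMSO 0.25%; timing: 48 h compound exposure at 30 °C after 4 h preincubation; signal: turbidity as optical density at 615 nm; benchmarks: positive control amphotericin B 10 µg/mL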
Yeast lifespan up: extends the lifespan of yeast. AID 775. S. cerevisiae growth with nicotinamide, OD615; deaD strain in restrictive glucose medium. hit rate 0.68% among 130,000. inhibition of the nicotinamide effect, % at 10 µM;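 active means inhibition above a set limit, placed 3 SD over the median of all compounds, cut at about 26% in these data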;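 further: 0% = nicotinamide-treated wells and 100% = cells grown without nicotinamide; some compounds called inactive have numbers as strong as hits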
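Assay system: engineered S. cerevisiae DeaD replicative-lifespan strain, galactose-grown log-phase cells; medium: restrictive CSMM-D dextrose medium; also added: nicotinamide, 1.5 mM, co-present with compound; schedule: 48 h compound exposure at 30 °C, humidified; detection: absorbance at 615 nm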
Phagocyt inh: blocks phagocytosis by macrophages | J774A.1 macrophage IgG-bead phagocytosis, imaging | hit rate 0.07% among 110,000 | inhibition, % at 5 µM | AID 1029;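 active means inhibition above the mean of the plate negative controls plus 5 SD, cut at about 13% in these data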;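 further: phagocytic index as fraction of beads internalized from green versus red external bead signal; plate controls were DMSO negative control for no effect and cytochalasin-D positive control for full effect; some results beyond the cut were filed as inactive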
E-sel TNF inh: TNF alpha driven E-selectin expression inhibition. inhibition, % at 2 µM. hit rate 0.71% among 120,000. HUVEC TNFa-induced E-selectin immunofluorescence, high content;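 active means inhibition above the batch mean plus 3 SD, and confirmed as a hit on visual image review, cut at about 43% in these data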;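 further: 0% = TNF-stimulated DMSO wells and 100% = unstimulated control wells; not every result past the cut was called active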
NPY-Y2 antag: NPY-Y2 (human) receptor antagonism; P49146; NPY-Y2 expressing cells, antagonist mode; inhibition, % at 2.7 µM; hit rate 0.99% among 140,000; in the data active means inhibition above about 17%;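 further: 0% = vehicle with agonist challenge and 100% = reference antagonist with challenge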
Target sequence (P49146 whole entry, looked up): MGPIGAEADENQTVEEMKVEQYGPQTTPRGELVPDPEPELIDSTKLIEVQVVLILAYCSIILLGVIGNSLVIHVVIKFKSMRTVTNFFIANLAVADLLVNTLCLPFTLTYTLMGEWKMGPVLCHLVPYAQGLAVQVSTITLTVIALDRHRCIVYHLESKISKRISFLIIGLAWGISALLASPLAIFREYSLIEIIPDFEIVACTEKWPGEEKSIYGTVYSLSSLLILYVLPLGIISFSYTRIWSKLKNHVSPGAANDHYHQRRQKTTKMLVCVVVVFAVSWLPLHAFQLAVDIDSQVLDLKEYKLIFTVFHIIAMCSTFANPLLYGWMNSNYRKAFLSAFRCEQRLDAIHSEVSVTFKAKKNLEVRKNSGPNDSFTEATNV
MRP-1 activ: activators of MRP-1; H69AR cells + doxorubicin, viability rescue, CellTiter-Glo; viability increase, % at 10 µM; hit rate 0.61% among 140,000; AID 799;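 active means viability gain under doxorubicin at or above a set limit, the compound median plus 3 SD, cut at about 4.7% in these data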;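 further: MRP-1 overexpressing cells given doxorubicin 25 µM after compound pretreatment; 18-22 h compound pretreatment then 72 h with doxorubicin before readout; 0% = doxorubicin-only wells and 100% = vehicle-treated cells without doxorubicin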
GALR2 blocker: antagonists of human galanin receptor 2 (GALR2). O43603. GALR2-expressing cells, antagonist mode. inhibition, % at 4 µM. hit rate 0.39% among 140,000; in the data active means inhibition above about 27%;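 further: cells stimulated with galanin 1-16 at roughly its EC80; 0% = agonist challenge control and 100% = basal control without agonist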
Target sequence (O43603 whole entry, looked up): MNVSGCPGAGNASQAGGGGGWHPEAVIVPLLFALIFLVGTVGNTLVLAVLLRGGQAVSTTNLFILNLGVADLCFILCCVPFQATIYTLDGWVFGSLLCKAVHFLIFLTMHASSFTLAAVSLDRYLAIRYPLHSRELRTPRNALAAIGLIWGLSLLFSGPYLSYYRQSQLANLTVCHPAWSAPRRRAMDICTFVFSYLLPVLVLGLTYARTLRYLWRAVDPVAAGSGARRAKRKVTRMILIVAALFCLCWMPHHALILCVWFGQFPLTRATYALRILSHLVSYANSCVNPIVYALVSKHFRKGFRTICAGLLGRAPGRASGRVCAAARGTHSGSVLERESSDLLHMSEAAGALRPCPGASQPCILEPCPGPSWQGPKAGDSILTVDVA
bCat KO growth: beta-catenin-lacking colon tumor cell growth suppression. HCT116 beta-catenin knockout viability, CellTiter-Glo, 60 h; stronger effect = lower value. viability, % at 10 µM. hit rate 1.5% among 140,000;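 active means viability at or under a set limit, the compound median less 4 SD, cut at about 6% in these data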;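 further: 0% = Hyamine 1622 control at 20 µM and 100% = untreated cell control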
* marks the source's active call; other numbers are inactive results; · = no result given.

SMILES	Measles CPE	HCT116 PTEN-null	Yeast growth inh	Yeast lifespan up	Phagocyt inh	E-sel TNF inh	NPY-Y2 antag	MRP-1 activ	GALR2 blocker	bCat KO growth
Cc1ccc(C(O)(c2ccccc2)c2ccccc2C(C)N(C)C)c(C)c1 (stereo not given)	11	1.8*	1	30	-2	-6	16	-2.4	-9	3.5*
CCN1CCN(C(c2ccccc2F)c2nnnn2Cc2ccc3c(c2)OCO3)CC1 (stereo not given)	1	89	-19	8	0	·	9	-3.7	4	92
CC(=C/c1ccccc1)/C=N/Nc1nc(N2CCOCC2)nc(N2CCOCC2)n1	4	96	-39	-5	-4	·	1	-0.9	1	86
FC(F)Sc1nc(-c2ccccc2)c(-c2ccccc2)n1C(F)F	34*	81	-28	4	-9	·	9	-1.4	4	74
Cc1cc(C)nc(N2CCN(CC(=O)NCc3ccccc3)CC2)n1	4	97	-19	15	-2	25	0	-1.0	-7	96
CC(C)NCC(O)COCc1ccc(Cl)cc1 (stereo not given)	16	88	-41	-4	0	·	3	-1.7	10	87
O=C(CCN1C(=O)C2CC=C(Cl)CC2C1=O)N1CCCCC1 (stereo not given)	11	101	-57	-9	0	3	4	-1.3	-9	100
O=C(CSc1nnc2ccccn12)NCCN1C(=O)CSC1=O	27	103	6	-6	0	-1	2	0.1	12	101
Cc1c(C)n(C(=O)CN2CCC(C(N)=O)CC2)c2ccccc12	23	94	-33	-9	-1	19	-1	-0.3	-11	90
CCN(CC)S(=O)(=O)c1ccc(Nc2ccc(-c3ccc4c(c3)OCCO4)nn2)cc1	10	87	-57	-2	-2	-10	-2	-3.5	10	94
O=C(O)Cc1ccc(C(=O)c2ccc(Cl)cc2)s1	4	106	22	-9	0	17	9	-0.1	8	95
CC(=O)c1c(C)[nH]c(C(=O)COC(=O)c2cc(S(=O)(=O)N(C)c3ccccc3)ccc2Cl)c1C	4	90	-32	3	-3	·	3	-1.6	28*	92
CCOC(=O)c1c(-c2ccccc2)csc1NC(=O)CSc1nnc(C)s1	22	66	-9	7	-3	-9	12	0.7	-11	73
O=[N+]([O-])c1ccc(/C=N/NC(=S)Nc2ccccc2)o1	·	48	1	-1	0	·	-1	-1.6	5	61
NC(N)=Nc1nc(CCN2C(=O)c3ccccc3C2=O)cs1	5	90	-31	-5	·	16	2	-1.4	4	91

The final 7 records of the part before open the next one:
SMILES	Measles CPE	HCT116 PTEN-null	Yeast growth inh	Yeast lifespan up	Phagocyt inh	E-sel TNF inh	NPY-Y2 antag	MRP-1 activ	GALR2 blocker	bCat KO growth
Cc1c(C)n(C(=O)CN2CCC(C(N)=O)CC2)c2ccccc12	23	94	-33	-9	-1	19	-1	-0.3	-11	90
CCN(CC)S(=O)(=O)c1ccc(Nc2ccc(-c3ccc4c(c3)OCCO4)nn2)cc1	10	87	-57	-2	-2	-10	-2	-3.5	10	94
O=C(O)Cc1ccc(C(=O)c2ccc(Cl)cc2)s1	4	106	22	-9	0	17	9	-0.1	8	95
CC(=O)c1c(C)[nH]c(C(=O)COC(=O)c2cc(S(=O)(=O)N(C)c3ccccc3)ccc2Cl)c1C	4	90	-32	3	-3	·	3	-1.6	28*	92
CCOC(=O)c1c(-c2ccccc2)csc1NC(=O)CSc1nnc(C)s1	22	66	-9	7	-3	-9	12	0.7	-11	73
O=[N+]([O-])c1ccc(/C=N/NC(=S)Nc2ccccc2)o1	·	48	1	-1	0	·	-1	-1.6	5	61
NC(N)=Nc1nc(CCN2C(=O)c3ccccc3C2=O)cs1	5	90	-31	-5	·	16	2	-1.4	4	91
CN(C)S(=O)(=O)c1ccc(C(=O)Nc2nnc(SCc3cccc4ccccc34)s2)cc1	4	98	-55	9	-5	·	-1	-1.5	-2	94
CCOc1ccc(OCc2ccc(C(=O)NCc3ccncc3)o2)cc1	1	97	-37	-3	-2	-7	0	-0.7	11	91
CN1CCN(P(=O)(c2ccccc2)c2nc3ccccc3s2)CC1 (stereo not given)	8	84	-23	-10	-1	·	1	-1.3	10	93
COc1ccc(C(C#N)Nc2ccc(C)cc2)cc1 (stereo not given)	6	99	-8	-8	0	7	1	-1.0	-12	104
CN(CCOc1ccccc1)S(=O)(=O)c1ccc2oc3ccccc3c2c1	10	102	-42	3	-3	-2	4	-0.7	-18	93
O=C(NCCn1cc(SCC(=O)N2CCOCC2)c2ccccc21)c1ccccc1	5	75	-19	-2	2	-15	1	-3.3	9	82
O=C(Nc1ccc(F)cc1F)c1cc2ncc(CCCl)cn2n1	7	91	-19	-6	-5	9	3	-1.2	-1	94
Oc1ccc(-c2[nH]nc(-c3ccccc3)c2-c2nc3ccccc3[nH]2)cc1	1	90	-16	4	-2	-15	6	-1.6	0	96
Cc1ccccc1-n1nc(C)c2cc(C(=O)N3CCN(S(=O)(=O)c4ccc(Cl)cc4)CC3)sc21	7	65	-43	8	·	-27	0	-3.2	3	65
Cc1nn(CCC(=O)NNC(=S)NCC(C)C)c(C)c1Br	33*	98	-11	-3	-1	20	0	-3.1	-15	100
CCN(CC)c1ccc2c(c1)C(=O)N(C)C2=O	7	104	-21	-10	0	-21	-1	-2.3	23	101
Cc1nnsc1-c1nc2ccccc2[nH]1	7	95	-38	-18	0	-6	2	-0.9	3	98
CC(=O)N(c1nc(CCl)cs1)c1c(C)cc(C)cc1C	11	92	-8	1	·	-23	2	-2.1	6	98
O=C(NCCc1ccc(Cl)cc1)c1nnc(Cc2ccc(Cl)cc2)o1	14	89	-31	4	·	-10	0	1.3	3	89
Cc1cc(C(=O)OCC(=O)Nc2nnc(C(C)C)s2)c2ccccc2n1	9	85	-13	-3	-5	·	4	-0.3	4	97
COc1cccc(OC)c1C(=O)NC(C)c1ccccc1 (stereo not given)	16	98	-5	·	·	0	2	-0.5	4	91
CC(C)COCC(O)CCC(=O)NNC(=S)Nc1ccccc1 (stereo not given)	9	92	-23	-4	-12	·	3	-1.8	5	88
CCNS(=O)(=O)c1ccc(NC(=S)NCc2ccco2)cc1	18	106	-30	-2	1	-15	3	-0.8	-4	93
O=C(C1CCCN(c2nnc(-n3cccc3)s2)C1)N1CCN(c2ccccc2)CC1 (stereo not given)	7	75	-28	-9	0	·	5	-3.2	4	76
CC(C)(C)c1ccc(OC(=O)Cn2c(C(F)(F)F)nc3ccccc32)cc1	5	92	-16	0	0	46	4	-2.8	-3	90
O=c1cc(N2CCc3ccccc3C2)[nH]c(=O)n1-c1ccc(Br)cc1	4	94	-30	4	-1	·	1	-1.5	-3	111
Nn1c(SCC(=O)Nc2ccccc2)nnc1-c1cccnc1	15	103	-43	-10	0	-1	1	-0.4	1	94
CCCN1CCN(C(c2cc3cc4c(cc3[nH]c2=O)OCO4)c2nnnn2C(C)(C)C)CC1 (stereo not given)	20	101	-39	1	0	-11	2	-2.8	-3	99
CCc1ccc(NC(=O)N(CCN2CCOCC2)Cc2ccc3c(c2)CCCN3CC)cc1	6	99	0	-8	1	31	2	-3.2	-5	97
O=C(CN1C2=NCCCN2c2ccccc21)c1cccc(Br)c1	11	56	18	-1	·	-14	8	-2.9	10	57
OCC1(c2cc(C(F)(F)F)n[nH]2)CCCCC1	6	111	-49	-1	0	·	0	-0.3	5	101
O=C(Nc1ccc(F)cc1)C1CCC(N2C(=O)c3ccccc3C2=O)CC1 (stereo not given)	6	86	-19	-5	1	4	0	-6.0	-14	80
CCOC(=O)C1=C(C)SC2=NS(=O)(=O)CCN21	2	100	10	-6	-1	·	-1	0.7	-3	99
c1ccc(-c2cccc(-c3ccccn3)n2)nc1	5	17	99*	-29	-4	-19	1	-6.6	18	15
Cc1ccccc1CSc1nnc(C)c(=O)[nH]1	4	99	-10	-11	0	·	2	0.4	-2	86
CN(C(=O)C1CCOC1)c1nnc(-c2cccnc2)s1 (stereo not given)	15	108	-71	1	-3	-1	3	0.4	-5	107
CC(=O)c1ccc(NC(=O)c2ccc3c(Cl)c4c(nc3c2)CCCC4)cc1	16	81	-30	0	-5	·	1	-1.8	-1	58
COCCNC(=O)c1ccccc1-c1nc(-c2ccccc2Cl)no1	4	96	16	-11	-1	-14	-1	0.3	21	92
CC(C)(C)c1cc(C(=O)Nc2ccccc2)ccn1	7	84	9	·	·	-22	2	2.5	7	86
CCn1ccc(C(=O)Nc2ccc(S(=O)(=O)Nc3ccccc3OC)cc2)n1	23	72	-58	67*	1	15	0	-0.3	-5	75
CCOC(=O)C1C(c2ccccc2)C(C(=O)OCC)C1c1ccccc1 (stereo not given)	10	94	-4	·	·	-6	-1	-1.9	-3	84
CNc1ncc(C(=O)C(C)(C)C)s1	4	103	9	7	-1	6	0	1.2	-5	85
C=CCn1c(SCCC)nc2sc3c(c2c1=O)CCc1ccccc1-3	20	82	-25	5	-10	·	5	-3.6	-4	85
Cc1ccc(NC(=O)c2ccccc2NS(=O)(=O)c2ccc(Cl)s2)cc1	3	38	7	11	5	49	8	-2.8	3	44
O=C(NCc1ccccc1)c1cc(=O)nc2sc(-c3ccccc3)nn12	2	81	-12	-1	-3	·	5	-1.5	3	92
CC(Sc1nncn1C)C(=O)Nc1nnc(C(C)C)s1 (stereo not given)	10	99	-28	-10	-1	-5	1	-1.1	5	95
CCCCN(C(=O)CNC(=O)c1ccco1)C(C(=O)NC1CCCC1)c1ccc(OC)cc1 (stereo not given)	4	106	-26	-4	·	-41	2	-1.7	2	96

Part of the list above, in CSV form.
SMILES,Measles CPE,HCT116 PTEN-null,Yeast growth inh,Yeast lifespan up,Phagocyt inh,E-sel TNF inh,NPY-Y2 antag,MRP-1 activ,GALR2 blocker,bCat KO growth
COCCNC(=O)c1ccccc1-c1nc(-c2ccccc2Cl)no1,4,96,16,-11,-1,-14,-1,0.3,21,92
O=C(NCc1ccccc1)c1cc(=O)nc2sc(-c3ccccc3)nn12,2,81,-12,-1,-3,·,5,-1.5,3,92
